# Screening results deposited in PubChem BioAssay by The Scripps Research Institute Molecular Screening Center.
# ARFGAP1 inh = inhibitors of rat ARFGAP1 GAP activity, primary screen, biochemical, fluorescence polarization, GDP tracer | ADP-ribosylation factor GTPase-activating protein 1 (Rattus norvegicus), Q62848 | Arfgap1-stimulated ARF1 GTP hydrolysis, GDP FP detection | inhibition, % at 16.5 µM | 360,000 compounds, 0.26% hits;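 active = inhibition above a per-plate limit, mean inhibition of low control wells plus 3 SD, cut at about 25% in these data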;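 also: 0% = DMSO wells with enzyme and 100% = wells lacking Arfgap1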
# Target sequence (Q62848 1-136 limits assumed): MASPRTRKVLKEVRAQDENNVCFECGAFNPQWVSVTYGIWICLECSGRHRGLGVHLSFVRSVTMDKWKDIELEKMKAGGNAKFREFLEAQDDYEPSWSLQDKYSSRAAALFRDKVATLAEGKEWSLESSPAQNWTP
#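 Assay system: Rat Arfgap1 GAP domain (His6, aa 1-136), purified enzyme | Buffer or medium: HEPES 25 mM pH 7.5, NaCl 150 mM, MgCl2, DTT | Schedule: GTP hydrolysis reaction 2 h at 25 °C | Signal: FP of antibody-bound GDP Alexa 633 tracer, ex 620/em 688 nm | Measure: Percent inhibition of Arfgap1-stimulated GTP hydrolysis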
# ADAM10 inh = human ADAM10 inhibitors, primary screen, biochemical, QFRET, HTS | recombinant ADAM10, EDANS/DABCYL FRET peptide cleavage, 3 h | inhibition, % at 7 µM | Disintegrin and metalloproteinase domain-containing protein 10 (Homo sapiens), O14672 | 370,000 compounds, 0.62% hits | AID 720582, 2013;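 active = inhibition above a per-campaign cutoff equal to the mean of compounds falling between control-based bounds plus 3 SD, cut at about 20% in these data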;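 also: 0% = DMSO wells while the 100% control is not disclosed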
# SIAE inh = human SIAE inhibitors, primary screen, biochemical, fluorescence polarization, FP-Rh probe, 1536-well HTS; AID 1053197, 2014; Sialate O-acetylesterase (Homo sapiens), Q9HAT2; inhibition, % at 9.66 µM; 370,000 compounds, 0.69% hits; SIAE FP-Rh probe binding;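 active = inhibition above a cutoff: mean of compounds within the control limits plus 3 SD of those, cut at about 17% in these data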;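 also: 0% = plate median of compound wells and 100% = probe without SIAE protein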
# Target sequence (Q9HAT2 whole entry, looked up): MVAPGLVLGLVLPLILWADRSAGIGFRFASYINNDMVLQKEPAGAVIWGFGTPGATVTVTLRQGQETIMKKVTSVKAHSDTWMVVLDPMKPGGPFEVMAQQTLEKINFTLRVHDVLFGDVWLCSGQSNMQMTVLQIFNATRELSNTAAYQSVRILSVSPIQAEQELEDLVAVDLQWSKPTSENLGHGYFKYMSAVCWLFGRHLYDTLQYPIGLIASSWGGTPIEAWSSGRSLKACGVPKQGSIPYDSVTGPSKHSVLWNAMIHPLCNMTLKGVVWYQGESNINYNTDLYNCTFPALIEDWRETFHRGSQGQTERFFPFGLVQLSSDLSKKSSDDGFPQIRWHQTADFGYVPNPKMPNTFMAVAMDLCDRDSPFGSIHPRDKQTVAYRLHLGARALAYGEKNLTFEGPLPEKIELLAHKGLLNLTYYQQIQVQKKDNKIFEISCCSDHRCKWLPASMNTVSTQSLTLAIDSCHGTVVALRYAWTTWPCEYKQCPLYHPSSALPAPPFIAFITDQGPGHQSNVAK
# ADAM17 inh = ADAM17 inhibitors, primary screen, biochemical, QFRET; Disintegrin and metalloproteinase domain-containing protein 17 (Homo sapiens), P78536; recombinant ADAM17, EDANS/DABCYL FRET peptide cleavage; inhibition, % at 6.95 µM; 370,000 compounds, 0.83% hits; AID 720648, 2013;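 active = inhibition above the mean of compounds lying between control limits plus 3 SD, set per campaign, cut at about 8.5% in these data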;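 also: 0% = DMSO-only wells as the low control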
# PLCb3 inh = human PLC-beta3 inhibitors, primary screen, biochemical, fluorescence | 1-phosphatidylinositol 4,5-bisphosphate phosphodiesterase beta-3 (Homo sapiens), Q01970 | Purified PLC-beta3, fluorogenic substrate | inhibition, % at 12.2 µM | 370,000 compounds, 0.18% hits; in the data active = inhibition above about 11%;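 also: 0% = median of compound wells on plate and 100% = full blocker control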
# Tn6 DDE FP = inhibitors of Tn6 peptide binding to fibrin DD(E), primary screen, biochemical, fluorescence polarization, human fibrin, Tn6 probe. Fibrinogen beta chain (Homo sapiens), P02675. Fibrin DD(E) TRITC-Tn6 fluorescence polarization displacement. inhibition, % at 8.3 µM. 370,000 compounds, 0.21% hits;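 active = inhibition above a per-campaign cutoff: mean of compounds within control limits plus 3 SD, cut at about 15% in these data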;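 also: 0% = median of all compound wells on the plate and 100% = blocking peptide control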
# DDE Tn7 FP inh = inhibitors of Tn7 peptide binding to fibrin DD(E), primary screen, biochemical, fluorescence polarization, human fibrin, Tn7 probe; inhibition, % at 8.3 µM; FP displacement of FITC-Tn7 peptide from fibrin DD(E); 0% = median of compound wells per plate; Fibrinogen beta chain (Homo sapiens), P02675; AID 720508, 2013; 370,000 compounds, 0.13% hits;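 active = inhibition above the mean of compounds falling within the control limits plus 3 SD of them, cut at about 14% in these data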;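 also: 0% = plate median of compound wells and 100% = 10 µM Aha-Tn7 peptide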
#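 Test system – human fibrin DD(E) · Times – 10 min preincubation, 3 h with tracer, room temperature · Detection – fluorescence polarization of the labelled Tn7 tracer · Measure – percent inhibition normalized to high-control wells · Benchmarks – high control wells with 10 µM unlabelled Aha-Tn7 peptide (full inhibition) · Repeats – singlicate testing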
# TDP2 absorb = human TDP2 enzyme inhibitors, primary screen, biochemical, epi absorbance, recombinant enzyme. AID 720702, 2013. Tyrosyl-DNA phosphodiesterase 2 (Homo sapiens), O95551. inhibition, % at 12.8 µM. 370,000 compounds, 0.34% hits. T5PNP hydrolysis, p-nitrophenol absorbance 415 nm;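 active = inhibition above the mean of all tested compounds plus 3 SD, set per campaign, cut at about 25% in these data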;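 also: 0% = DMSO with enzyme and 100% = buffer with substrate but no TDP2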
#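 System: recombinant human TDP2 / Amount: 120 nM TDP2 per well / Also added: 5 mM T5PNP chromogenic substrate / Doses: 12.8 µM single point, 1% DMSO / Incubation: 2 h at 37 °C / Detection: p-Nitrophenol epi absorbance / Evaluation: % inhibition relative to enzyme-containing and enzyme-free wells / Repeats: singlicate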
# ASAP1 inh = inhibitors of human ASAP1 ArfGAP activity, primary screen, biochemical, fluorescence polarization. Arf-GAP with SH3 domain, ANK repeat and PH domain-containing protein 1 (Homo sapiens), …. ASAP1-stimulated ARF1 GTP hydrolysis, GDP FP detection. inhibition, % at 16.5 µM. 360,000 compounds, 0.19% hits. AID 624377, 2012; in the data active = inhibition above about 25%;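 also: 0% = vehicle with enzyme and substrate and 100% = no enzyme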
# Target sequence (Q9ULH1 325-724 limits assumed): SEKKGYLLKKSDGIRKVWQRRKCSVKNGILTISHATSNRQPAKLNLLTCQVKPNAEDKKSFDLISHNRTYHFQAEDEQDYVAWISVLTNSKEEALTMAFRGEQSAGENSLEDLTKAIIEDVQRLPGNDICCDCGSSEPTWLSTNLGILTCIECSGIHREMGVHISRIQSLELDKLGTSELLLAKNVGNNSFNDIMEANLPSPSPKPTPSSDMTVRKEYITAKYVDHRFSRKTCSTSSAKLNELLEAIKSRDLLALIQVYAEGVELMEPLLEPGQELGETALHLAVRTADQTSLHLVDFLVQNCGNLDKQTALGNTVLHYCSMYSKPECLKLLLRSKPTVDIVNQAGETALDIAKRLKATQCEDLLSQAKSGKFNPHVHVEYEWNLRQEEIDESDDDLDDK
# PLC-gamma1 inh = PLC-gamma1 enzyme inhibitors, primary screen, biochemical, fluorescence, purified enzyme; 1-phosphatidylinositol 4,5-bisphosphate phosphodiesterase gamma-1 (Homo sapiens), P19174; fluorogenic substrate; inhibition, % at 12.2 µM; 370,000 compounds, 0.84% hits; in the data active = inhibition above about 9.5%
# * = called active by the depositor. Outcome played no part in choosing rows; about 3.6% have a hit in one of these screens.
entry	structure	SIAE inh	PLC-gamma1 inh	ASAP1 inh	PLCb3 inh	ADAM17 inh	ADAM10 inh	ARFGAP1 inh	Tn6 DDE FP	TDP2 absorb	DDE Tn7 FP inh
1	COc1ccc(/C=N/NC(=O)c2cc(-c3cccc(C)c3)nc3ccccc23)cc1O	-5	-6	12	-14	0	1	11	-4	-5	-8
2	CCOC(=O)CSc1nc2ccccc2c(=O)n1CC(C)C	-4	0	-3	1	-2	2	1	-8	0	-2
3	O=C(Nc1cccc(Oc2ccc3c(c2)C(=O)NC3=O)c1)c1ccco1	-3	1	6	3	-1	2	14	-5	11	-1
4	O=C(O)c1cc(-c2ccccn2)n[nH]1	-8	0	-1	-1	-2	-9	6	1	-3	-1
5	N#CC(c1ccc(Cl)cc1)c1ccc2c(C(F)(F)F)cc(C(F)(F)F)nc2n1 (configuration not stated)	23*	2	-5	-1	1	-3	-2	1	0	-5
6	Cc1ccc2nc(SCC(=O)NCc3cccs3)c(C#N)cc2c1	-8	-1	5	-1	-1	4	6	-1	2	-2
7	CC1CN(C(=O)CS(=O)(=O)Cc2ccc(Cl)cc2)CC(C)O1 (configuration not stated)	1	2	-6	-10	-2	-12	-3	6	5	7
8	COC(=O)c1ccc(NC(=O)CCN2CCN(c3ccccc3)CC2)cc1	2	0	-6	0	0	-6	-3	-1	-8	2
9	Nc1ncc(-n2cncn2)c(-c2ccc(Cl)cc2)n1	1	-10	-4	-12	-8	-14	3	3	3	2
10	CCOC(=O)N1CCN(S(=O)(=O)c2ccc(C(=O)Nc3sc4c(c3C#N)CC(C)(C)NC4(C)C)cc2)CC1	-6	-4	6	-13	1	-5	6	-13	2	-6
11	CCOC(=O)N1CCN(c2c(NCC3CCN(Cc4cccc(C)c4)CC3)c(=O)c2=O)CC1	0	0	4	3	-1	1	0	0	4	0
12	Cn1c(=O)n(Cc2ccc(F)cc2)c(=O)c2c1nc1n2CCCN1C1CCCCC1	3	0	15	4	-2	-3	-4	4	0	-3
13	CCOC(=O)N1CCC(N2C(=O)c3ccccc3C2Nc2ccc(Cl)cn2)CC1 (configuration not stated)	-6	-3	-15	4	-2	-4	-1	1	7	-8
14	C=CCNC(=O)N1CCC(c2nc3ccccc3s2)CC1	2	2	-1	-2	-2	-3	2	1	12	-2
15	N#Cc1cc2c(nc1SCC(=O)Nc1sc3c(c1C#N)CCC3)CCC2	-4	-23	-12	-16	2	-5	13	-4	-19	1
16	CCc1nc(SCC(=O)Nc2cc(OC)ccc2OC)c2c(C)c(C)sc2n1	0	1	-4	-7	-1	1	13	-4	-3	5
17	Cc1ccc(NC(=O)CCN2C(=O)C3CC=CCC3C2=O)cc1Cl (configuration not stated)	-4	3	-9	-2	-3	-13	0	0	-1	-5
18	Nn1c(SCC(=O)Nc2ccccc2Oc2ccccc2)nnc1C1CC1	4	5	3	-8	0	-8	9	2	4	3
19	Cc1nc(SCC(=O)NCc2ccco2)nc(C)c1C	0	1	3	-2	-3	4	1	-4	7	0
20	COc1ccc(N2C(=O)C3CC=C(Cl)CC3C2=O)cc1 (configuration not stated)	5	0	5	0	-2	5	-4	-2	3	-2
21	CCN(CC1CCCO1)C(=O)CCc1nnc(Cc2ccc3c(c2)OCO3)o1 (configuration not stated)	7	0	8	2	0	-1	4	5	0	4
22	O=C(c1ccccc1)C1CCN(C(=O)c2cccs2)CC1	-3	1	-10	-7	-2	1	0	-1	-4	-2
23	O=C(Nc1ccc(C(=O)O)cc1)/C(=C\c1ccccc1)NC(=O)c1ccccc1	-9	3	9	-1	4	5	3	4	-12	-1
24	COC(=O)c1sc(NC(=O)c2ccc(C)o2)nc1C	0	-13	-6	-24	7	1	-10	2	12	11
25	CN(C)S(=O)(=O)Oc1ccccc1C(=O)Nc1ccc(F)cc1	-2	0	5	1	-1	-2	6	3	8	-1
26	CSc1ccccc1NC(=O)COc1ccc(Cl)cc1C	1	4	5	0	2	7	1	2	1	-3
27	COc1ccc(NC(=O)CCOc2cc(C)ccc2C)cc1S(=O)(=O)N1CCCCC1	-9	7	9	5	12*	24*	-5	0	-8	2
28	Cc1cccc(OC(=O)NCCOC(=O)N(O)c2ccc(Cl)cc2)c1	-1	1	11	1	6	2	8	-1	-4	-4
29	CCOC(=O)/C(C#N)=C1/C=CN(c2ccc(C)cc2)C=N1	-3	13*	-8	12*	8	13	4	7	-19	-1
30	COc1ccc([N+](=O)[O-])cc1NC(=O)CSCc1cc(C)cc(C)c1	-2	2	-17	0	3	8	-13	1	-1	7

# 3 compounds already listed, ordered by the number in Tn6 DDE FP, lowest first:
item	structure	Tn6 DDE FP
23	O=C(Nc1ccc(C(=O)O)cc1)/C(=C\c1ccccc1)NC(=O)c1ccccc1	4
21	CCN(CC1CCCO1)C(=O)CCc1nnc(Cc2ccc3c(c2)OCO3)o1 (configuration not stated)	5
29	CCOC(=O)/C(C#N)=C1/C=CN(c2ccc(C)cc2)C=N1	7

# Look-ups from above.
# no. 27 in ARFGAP1 inh is listed with -5
# no. 24 in PLCb3 inh is listed with -24

# (more compounds)
entry	structure	SIAE inh	PLC-gamma1 inh	ASAP1 inh	PLCb3 inh	ADAM17 inh	ADAM10 inh	ARFGAP1 inh	Tn6 DDE FP	TDP2 absorb	DDE Tn7 FP inh
31	O=C(O)c1c(F)c(F)c(F)c(F)c1-c1ccc(Cl)cc1	2	-1	-8	-4	1	8	4	-2	-3	-4
32	O=C(/C=C/[C@H]1O[C@@H](n2ccc(=O)[nH]c2=O)[C@H](O)[C@@H]1O)N[C@@H](Cc1ccccc1)C(=O)O	-3	2	-8	3	3	-7	1	2	-3	-9
33	COc1ccccc1C(=O)NC(C)c1cccc2ccccc12 (configuration not stated)	4	-2	2	-4	-4	0	6	-6	13	4
34	COc1cc2c(c(OC)c1OC)-c1ccc(NC(=O)c3ccccc3)c(=O)cc1[C@@H](NC(C)=O)CC2	-5	-63	-4	-104	0	0	10	4	-9	-3
35	NC(=O)c1ccsc1NC(=O)COC(=O)c1ccc([N+](=O)[O-])o1	2	-2	14	-11	-2	-11	-4	3	-12	12
36	O=C(CNCCc1ccccc1)Nc1ccc(C(=O)N2CCCCC2)cc1	9	4	7	-8	-2	-2	9	-5	8	6
37	O=C1OC(c2cccc3c(F)cccc23)c2ccccc21 (configuration not stated)	0	1	1	0	-4	-1	-15	6	3	6
38	COc1ccc(Cc2nnc(Nc3ccc4c(c3)OCCO4)[nH]c2=O)cc1	0	0	-14	-2	4	3	0	-2	-2	-6
39	O=c1cc(CN2CCN(c3ccccc3)CC2)c2ccccc2o1	5	0	-1	1	-3	-14	-2	6	-7	-1
40	Cc1cccc(C(=O)NC(=S)NNC(=O)c2ccc(Cl)cc2)c1	-3	-1	-3	1	4	13	2	-4	-7	6
41	CC1CC(C)CN(C(=O)Cc2c(C(=O)O)[nH]c3ccc(Cl)cc23)C1 (configuration not stated)	2	1	-8	-2	-4	-1	17	-6	2	1
42	CCCCn1nnnc1C(c1ccccc1)N1CCN(c2c(Cl)cncc2Cl)CC1 (configuration not stated)	-1	1	-9	4	1	7	-10	-10	-1	3
43	CC(C)C[C@H]1CNC(=S)N1C[C@H]1CCCN1C[C@H](Cc1ccc(O)cc1)N1C[C@H](CC(C)C)N(CCc2ccccc2)C1=S	-16	0	5	4	0	13	7	4	-15	2
44	Clc1ncnc2scc(C3COc4ccccc4O3)c12 (configuration not stated)	-1	-1	1	-4	-4	-7	10	-6	4	-5
45	Cc1cc(NS(=O)(=O)c2ccc(NC(=O)COc3ccc(Cl)cc3)cc2)no1	-7	1	-13	-3	-3	2	8	2	11	3
46	COCCCN(C(=O)Nc1cccc(Cl)c1)C(C)c1ccccn1 (configuration not stated)	0	3	7	1	-1	-2	12	-3	-6	-6
47	O=C(CCc1ccccc1)Nc1ccc(N2CCOCC2)cc1	7	-1	12	-4	-3	0	3	0	2	5
48	CCn1cc(C(=O)NCCCN2CCCC(C)C2)c(=O)c2cc(S(=O)(=O)N3CCOCC3)ccc21 (configuration not stated)	-4	-2	-19	-2	1	4	1	4	-15	-1
49	CN(C(=O)c1ccccc1C(=O)OCC(=O)c1ccc(F)cc1)c1ccccc1	-4	2	-9	0	0	0	-3	-3	-7	0
50	COc1cc(C(=O)NCC(=O)N2CC=C(c3ccccc3)CC2)cc(OC)c1OC	2	1	-9	-8	-3	-5	7	3	4	1
51	O=c1ccc(Br)c[nH]1	0	4	3	2	-3	3	13	0	4	-3
52	O=C(OCc1c(-c2ccccc2)ncc2ccccc12)c1ccc(F)cc1	3	2	-4	-1	-3	-6	7	1	5	5

# From compound 47 up to 52, copied from above:
entry	structure	SIAE inh	PLC-gamma1 inh	ASAP1 inh	PLCb3 inh	ADAM17 inh	ADAM10 inh	ARFGAP1 inh	Tn6 DDE FP	TDP2 absorb	DDE Tn7 FP inh
47	O=C(CCc1ccccc1)Nc1ccc(N2CCOCC2)cc1	7	-1	12	-4	-3	0	3	0	2	5
48	CCn1cc(C(=O)NCCCN2CCCC(C)C2)c(=O)c2cc(S(=O)(=O)N3CCOCC3)ccc21 (configuration not stated)	-4	-2	-19	-2	1	4	1	4	-15	-1
49	CN(C(=O)c1ccccc1C(=O)OCC(=O)c1ccc(F)cc1)c1ccccc1	-4	2	-9	0	0	0	-3	-3	-7	0
50	COc1cc(C(=O)NCC(=O)N2CC=C(c3ccccc3)CC2)cc(OC)c1OC	2	1	-9	-8	-3	-5	7	3	4	1
51	O=c1ccc(Br)c[nH]1	0	4	3	2	-3	3	13	0	4	-3
52	O=C(OCc1c(-c2ccccc2)ncc2ccccc12)c1ccc(F)cc1	3	2	-4	-1	-3	-6	7	1	5	5
